High-throughput results: PubChem BioAssay, several laboratories
LYP inhibition = PTPN22 lymphoid phosphatase activity blockers – biochemical, fluorescence intensity, uHTS (AID 1779); recombinant LYP phosphatase, fluorescence intensity; higher % means a stronger effect; one-dose inhibition, % at 11.5 µM; IC50 in µM for titrated hits; 290,000 tested, 0.054% active; in the data active means inhibition above about 50%;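 further: plate controls were vehicle with enzyme for no effect and no enzyme for full effect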
Myeloid diff 2 = promotes myeloid progenitor differentiation | ER-HoxA9 myeloid progenitors, lysozyme-GFP differentiation, flow cytometry | 360,000 tested, 1% active | calls only at 10 µM;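 active means normalized GFP-positive differentiation at or above the plate's own cutoff, the solvent-only control mean plus 3 SD; inconclusive means no clear call, values can overlap the other calls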;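 further: cells exposed to compound for four days before flow analysis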
Myeloid diff 2 GFP+ MAC1+ % = further read-out of Myeloid diff 2, marked with its call; GFP+ MAC1+ double positive, %; measured here: differentiation confirmed by MAC1 staining
* hit, by the source's call; i = inactive; ? = inconclusive; / = no result given. Some of the compounds tested. The share of hits here may be higher or lower than overall.

Value order – LYP inhibition	Myeloid diff 2	Myeloid diff 2 GFP+ MAC1+ %
CCC(Sc1nc2ncccc2[nH]1)C(=O)NC1CCCC1 (configuration not stated)
 : -11.3%	i	3.3
COc1cccc(C(C(=O)NC(C)(C)C)N(C(=O)CCC(=O)Nc2cc(C)on2)c2ccc3c(c2)OCCO3)c1OC (configuration not stated)
 : -10.0%	i	4.7
COC(=O)c1cc(S(=O)(=O)NCC2CCN(CCc3cccs3)CC2)c[nH]1
 : -6.0%	i	2.4
Cc1ccc(C(=O)Nc2nnc(CC(=O)N/N=C/c3ccc(O)c(O)c3)s2)cc1
 : -3.7%	i	0.2
O=C(NCc1cccc(CNC(=O)Nc2cccc(O)c2)c1)Nc1cccc(O)c1
 : -6.5%	i	1.3
Cc1nn(C(C)C(=O)NC2CC2)c(=O)c2nn(-c3ccccc3)c(C)c12 (configuration not stated)
 : -10.0%	?	/
CCCn1cc(S(=O)(=O)c2ccc(Cl)cc2)c(=O)c2cc(OC)ccc21
 : -6.2%	i	4.0
CC(C(=O)NCc1ccco1)n1ccc2cc(S(=O)(=O)N3CCCCC3)ccc21 (configuration not stated)
 : -1.3%	i	3.2
Cc1ccc(C(C(=O)NCC2CCCO2)N(C(=O)c2snc(C(N)=O)c2N)c2ccc(C)c(C)c2)o1 (configuration not stated)
 : -6.0%	?	/
COC(=O)Cc1c(C)c2ccc(OCC(=O)N3CCCC3)c(C)c2oc1=O
 : -19.9%	i	0.5
O=C(C1=C(O)C(=O)N(Cc2ccco2)C1c1cccc(Cl)c1)c1ccco1 (configuration not stated)
 : -9.5%	i	1.2
Cc1cccc(CCNC(=O)c2cccc(N3CCCC3=O)c2)c1
 : -10.2%	i	2.8
CCCCCCCCCCOC(=O)Cn1c(COc2cccc(OC)c2)[n+](C)c2ccccc21
 : -17.6%	i	0.5
O=S(=O)(Nc1ccc2cn[nH]c2c1)c1ccc(Cl)cc1
 : -7.9%	i	0.8
O=C(CSc1ccccc1)NC1CCCCCCC1
 : -6.0%	?	/
COc1ccc(CCNC(=O)CN2C(=O)CCSc3ccccc32)c(OC)c1
 : -9.0%	i	0.7
Cn1nccc1C(=O)N1CCCC(Nc2ccc(F)cc2)C1 (configuration not stated)
 : -8.6%	i	2.2
COc1cccc(C(=O)NC(=O)Nc2nc(C)cc(C(F)(F)F)n2)c1
 : -7.8%	i	0.6
CC(=O)c1cccc(OCC(O)CN2CCN(C(=O)c3ccco3)CC2)c1 (configuration not stated)
 : -6.2%	i	0.5
CC(=O)Nc1ccc(C(=O)NCCCSc2ccccc2)cc1
 : -6.0%	i	1.0
Cc1cc(C)cc(NC(=O)CN2C(=O)COc3ccc(S(=O)(=O)N4CCCC4)cc32)c1
 : -1.4%	i	1.4
O=C(CSc1nnc(C2CC2)n1CC1CCCO1)Nc1ccccc1Cl (configuration not stated)
 : -1.2%	i	9.0
O=S(=O)(c1ccc(Br)cc1)N1CCC(c2nc3ccccc3[nH]2)CC1
 : -1.2%	i	0.8
COc1ccccc1/C=C1\SC(=S)N(CCC(=O)NNC(=O)c2ccccc2O)C1=O
 : -5.0%	i	2.1
CCOC(=O)[C@@H]1[C@H]2COc3ccccc3[C@@H]2N2C(=O)N(c3cccc(Cl)c3)C(=O)[C@@]12C
 : -1.4%	i	1.6
COc1ccc(C(=O)Nc2ccc(S(=O)(=O)N3CCCC3)cc2)cc1[N+](=O)[O-]
 : -4.0%	i	1.7
C=CCN1C(=O)c2ccccc2C1(O)Cc1ccccc1 (configuration not stated)
 : -11.0%	i	0.2
COc1ccc(NC(=O)Cn2nnc(C(=O)NCc3cccs3)c2N)c(OC)c1
 : -9.3%	?	/
Cc1cccc(NC(=O)CCN2CCN(C)CC2)c1
 : -15.2%	i	0.4
O=C(COC(=O)c1cccc(S(=O)(=O)N2CCOCC2)c1)NCCc1ccccc1
 : -12.2%	i	1.7
COC(=O)c1cccc(NC(=O)CSc2nnc(C3CC3)n2C)c1
 : -5.1%	i	0.1
CCOc1ccc(S(=O)(=O)N(C)CC(=O)NC2CCCC2)cc1
 : -6.7%	i	1.5
CCn1cc(C(=O)N[C@H](C(=O)NC(C)(C)CO)C(C)C)c(=O)c2cc3c(cc21)OCO3
 : -1.8%	i	0.7
COc1ccc(CC(=O)Nc2nc(C(C)(C)C)cs2)cc1
 : -0.6%	i	0.2
CC(NC(=O)CCCc1ccccc1)c1ccncc1 (configuration not stated)
 : -14.2%	i	0.4
COc1ccc(C(=O)N2CCCCCC2)cc1OC1CCN(C(C)=O)CC1
 : -9.8%	i	0.7
Cc1nc2scc(C)n2c(=O)c1S(=O)(=O)NCC1CCN(Cc2ccc(Cl)cc2)CC1
 : -8.6%	i	2.9
Cc1ccc(OCC(O)CN2CCOCC2)cc1 (configuration not stated)
 : -8.1%	i	0.6
CCCN1CCC(=O)N(CCOc2ccccc2)CC1
 : -6.4%	i	0.9
Cc1onc(NC(=O)NC(=O)c2ccccc2F)c1Br
 : -5.7%	i	0.7
O=C(NCc1cccc(Cl)c1)C1CCC(=O)N(CCN2CCOCC2)C1 (configuration not stated)
 : -6.8%	i	0.8
Cc1sc2nc(-c3ccc(Br)cc3)oc(=O)c2c1C
 : -2.2%	i	0.5
Cc1cc(C)n(CCNC(=O)c2ccc3c(c2)OCO3)n1
 : -11.2%	i	0.2
CCc1ccc(-c2ccc3nnc(SC)n3n2)cc1
 : -7.0%	i	2.1
O=c1[nH]c(N2CCOCC2)nc2ccccc12
 : -8.1%	i	0.2

Next section:
Molecule,LYP inhibition,Myeloid diff 2,Myeloid diff 2 GFP+ MAC1+ %
CN(CCCCCCN(C)Cc1ccccc1O)Cc1ccccc1O,-8.6%,i,0.7
CCn1nc(C)c(CNC(=O)c2cc(COc3cncc(Cl)c3)on2)c1C,-10.0%,i,0.3
COc1ccc(OC(=O)Cc2cccc3ccccc23)cc1,-3.6%,i,0.4
CCc1ccccc1NC(=O)NCc1ccc2c(c1)OCO2,-7.1%,i,0.8
CC(=O)Nc1ccc2c(c1)nc(C)n2Cc1ccccc1,-5.2%,i,0.6
COc1ccc(C(=O)OCC(=O)NC2CCCC2)c(OC)c1OC,-1.3%,i,0.3
C=CCS(=O)(=O)N1CCCC(N2CCN(c3ccccc3OC)CC2)C1 (configuration not stated),-7.7%,i,0.3
C/C(=N/NC(=O)c1ccc(-c2ccccc2)cc1)c1cc(O)cc(O)c1,-1.9%,i,3.0
O=C(OCc1ccccc1)/C(=C/c1ccccc1Cl)NC(=O)c1ccco1,-5.9%,i,1.5
OC(CNCCc1ccc(C(F)(F)F)cc1)COC(c1ccccc1)c1ccccc1 (configuration not stated),-14.8%,i,0.6
COc1ccc(S(=O)(=O)N2CCN(C)CC2)cc1C(=O)N1CCCCC1,-13.6%,i,0.5
CCOc1ccc(N(C(=O)c2snc(C(N)=O)c2N)C(C(=O)NC2CCCC2)C(C)C)cc1 (configuration not stated),2.0%,i,5.7
CC(OC(=O)c1cccc(Cl)c1)C(=O)NC1CCCCC1C (configuration not stated),-3.3%,i,3.6
CCOc1ccc(/C=C\c2nc(O)c([N+](=O)[O-])c(=O)[nH]2)cc1OCC,-1.5%,i,0.9
Cc1cc(F)ccc1S(=O)(=O)N1CCCOC1CNC(=O)C(=O)NC1CC1 (configuration not stated),-4.4%,i,1.2
CCc1ccc(C2=NN(C(=O)CCC(=O)O)C(c3cccs3)C2)cc1 (configuration not stated),-7.3%,i,0.4
CCOc1ccc(NC(=O)CC(=O)Nc2ccc(OCC)cc2)cc1,-8.5%,i,0.5
CC(C(=O)N1CCc2ccccc21)N1CCN(Cc2ccc(Cl)cc2)CC1 (configuration not stated),-8.0%,i,2.6
O=C1COc2ccc(S(=O)(=O)N3CCCCCC3)cc2N1,0.9%,i,1.8
Cc1cc(C(=O)N2CCN(c3ccc([N+](=O)[O-])cc3)CC2)co1,-5.3%,i,0.7
CCN(CC(=O)NC1CC1)S(=O)(=O)c1ccc(OC)cc1,3.7%,i,1.6
Cc1cccc(-n2nnnc2SCC(=O)Nc2ccc(N3CCN(C)CC3)cc2)c1,-14.6%,i,1.7
Cn1c(CC(=O)Nc2ccccc2)nnc1SCC(=O)NC1CCCC1,-11.2%,i,1.2
COc1ccc(Cl)cc1S(=O)(=O)NCc1ccncc1,-7.3%,i,0.5
COc1ccc(C)cc1NC(=O)CSc1nnnn1C1CCCC1,-4.0%,i,0.3
COC(=O)/C=C/CC(C)OS(N)(=O)=O (configuration not stated),-7.8%,i,1.6
COc1ccccc1N1CCN(C(=O)C2CC(=O)N(c3ccccc3)C2)CC1 (configuration not stated),-8.9%,i,0.4
CCN(CCCNC(=O)Cn1ncc2c([nH]c3ccc(C)cc32)c1=O)c1ccccc1,-9.5%,i,0.0
O=C(CN1CCN(S(=O)(=O)N2CCOCC2)CC1)Nc1ccc(Cl)c(Cl)c1,-3.8%,i,0.3
COc1ccc(C)cc1S(=O)(=O)N(C)CC(=O)NCc1ccncc1,-1.4%,i,0.3

In the list so far, these have bromine:
Molecule,LYP inhibition,Myeloid diff 2,Myeloid diff 2 GFP+ MAC1+ %
O=S(=O)(c1ccc(Br)cc1)N1CCC(c2nc3ccccc3[nH]2)CC1,-1.2%,i,0.8
Cc1onc(NC(=O)NC(=O)c2ccccc2F)c1Br,-5.7%,i,0.7
Cc1sc2nc(-c3ccc(Br)cc3)oc(=O)c2c1C,-2.2%,i,0.5

New compounds follow
Molecule,LYP inhibition,Myeloid diff 2,Myeloid diff 2 GFP+ MAC1+ %
COc1ccc(NC(=O)NCc2ccc3c(c2)OCO3)cc1OC,-10.2%,i,0.6
CC(C)(CNc1ccc(S(=O)(=O)C(F)(F)F)cc1[N+](=O)[O-])N1CCOCC1,-4.5%,i,1.3
COc1cccc(/C=C2\SC(=S)N(CCC(=O)NCCc3ccc(O)cc3)C2=O)c1,-3.7%,i,1.6
O=C(O)c1ccc2c(c1)C(=O)N(c1ccc([N+](=O)[O-])cn1)C2=O,-4.3%,i,0.4
CC1CN(CC(=O)Nc2ccc(S(N)(=O)=O)cc2)CC(C)O1 (configuration not stated),-4.7%,i,0.4
Cc1ccc2nc(-c3ccncc3)cc(C(=O)Nc3ccc(F)cc3C)c2c1,-7.8%,i,0.9
CCOC(=O)[C@@H]1[C@H]2COc3ccc(Br)cc3[C@H]2N2C(=O)N(c3ccc(F)cc3)C(=O)[C@]12C,-14.4%,i,1.8
Cc1ccnc(NC(=O)CCC(=O)N(CC(=O)NCCc2ccccc2)c2ccccc2F)c1,3.8%,i,0.3
Cc1ccc(NC(=O)NC(=O)c2ccccc2)cc1F,-11.0%,i,0.8
COc1ccc(N2C(=O)C(C)(C)C2c2c(O)ccc3ccccc23)cc1 (configuration not stated),-4.9%,i,0.6
O=C(Nc1cccc([N+](=O)[O-])c1)C1C2CCCCC21 (configuration not stated),-7.9%,i,0.2
Cc1ccccc1CS(=O)(=O)CC(O)CN1CCCC1=O (configuration not stated),0.0%,i,0.8
CC(Oc1ccc2c(-c3ccccc3)cc(=O)oc2c1)C(=O)NCCN1CCOCC1 (configuration not stated),-8.2%,i,2.0
CCc1cc(=O)oc2c3c(cc(OCC(=O)N[C@H](C(=O)O)[C@H](C)CC)c12)OC(C)(C)CC3,-9.0%,i,0.2
CC1CC(=O)N(CC(=O)Nc2ccc(F)cc2F)c2ccccc2S1(=O)=O (configuration not stated),-3.1%,i,0.0

Five entries out of the list above, ordered by their value in Myeloid diff 2 GFP+ MAC1+ %, falling:
Molecule	LYP inhibition	Myeloid diff 2 GFP+ MAC1+ %
CCOC(=O)[C@@H]1[C@H]2COc3ccc(Br)cc3[C@H]2N2C(=O)N(c3ccc(F)cc3)C(=O)[C@]12C	-14.4%	1.8
CC(C)(CNc1ccc(S(=O)(=O)C(F)(F)F)cc1[N+](=O)[O-])N1CCOCC1	-4.5%	1.3
Cc1ccnc(NC(=O)CCC(=O)N(CC(=O)NCCc2ccccc2)c2ccccc2F)c1	3.8%	0.3
O=C(Nc1cccc([N+](=O)[O-])c1)C1C2CCCCC21 (configuration not stated)	-7.9%	0.2
CC1CC(=O)N(CC(=O)Nc2ccc(F)cc2F)c2ccccc2S1(=O)=O (configuration not stated)	-3.1%	0.0

New compounds follow:
Molecule,LYP inhibition,Myeloid diff 2,Myeloid diff 2 GFP+ MAC1+ %
O=C(c1ccc(Cl)cc1)N1CCCC(C(=O)N2CCCCC2)C1 (configuration not stated),-9.9%,i,4.4
CCCN(c1ccccc1F)S(=O)(=O)c1cc(-c2cc(C)no2)ccc1OC,-4.0%,i,0.0
COC(=O)c1cc(S(=O)(=O)N2CCN(c3cccc(C)c3)C(C)C2)c[nH]1 (configuration not stated),-17.2%,i,0.8
COc1ccc(C)cc1N(CC(=O)NCCSCc1ccco1)S(=O)(=O)c1ccc(C)cc1,5.6%,i,0.4
Cc1[nH]c2ccc(C(=O)NCCCN3CCCCCC3)cc2c1C,-11.0%,i,1.6
CC1=Nc2cc(C(=O)N3CCCCC3)ccc2Sc2ccc(C)cc21,-4.8%,i,8.5
CCC(C)(C)NC(=O)C(c1cccc(OC)c1OC)N(C(=O)CCC(=O)Nc1cc(C)on1)c1ccc2c(c1)OCCO2 (configuration not stated),-10.1%,i,0.3
COc1ccccc1NC(=O)Cn1cc(C(=O)C(=O)N2CCOCC2)c2ccccc21,-7.8%,i,0.4

Looked up above.
O=C(c1ccc(Cl)cc1)N1CCCC(C(=O)N2CCCCC2)C1 (configuration not stated) @ LYP inhibition: -9.9%
CCCN(c1ccccc1F)S(=O)(=O)c1cc(-c2cc(C)no2)ccc1OC @ Myeloid diff 2 GFP+ MAC1+ %: 0.0
